RAM network inh – inhibitors of the yeast RAM network, primary screen, dse1pr::URA3 reporter, 5-FOA selection; S. cerevisiae dse1pr::URA3 reporter, 5-FOA growth OD615, 2 d; analog-sensitive cbk1-as2 kinase mutant strain; actives 1.8% (n = 190,000); inhibition, % at 50 µM;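 active = inhibition above a set limit, 3 SD over mean compound inhibition, cut at about 8.4% in these data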;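 note: 0% = DMSO-only wells with no growth and 100% = 10 µM 1-NA-PP1 full growth; inhibition rescues growth on 5-FOA so higher OD means more RAM inhibition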
STAT1 inh – STAT1 signaling inhibitors, primary screen, cell-based, HTS, luciferase reporter. NIH 3T3 STAT1-luciferase reporter, IFN-gamma, luminescence. inhibition, % at 5.5 µM. actives 0.35% (n = 200,000). AID 920, 2007;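 active = inhibition above a set limit, the mean inhibition across all tested compounds plus 3 SD, cut at about 34% in these data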;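 note: 0% = IFN-gamma with DMSO and 100% = IFN-gamma with 300 µM nifuroxazide; values of inactives mirror those of a sister screen read the other way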
PPARg SRC1 recr – PPARgamma agonists recruiting SRC-1 coactivator, primary screen, biochemical. PPARgamma-SRC-1 coactivator recruitment biochemical assay. actives 0.41% (n = 200,000). activation, % at 8 µM. AID 631, 2007. Peroxisome proliferator-activated receptor gamma (Homo sapiens), P37231; in the data active = activation above about 19%;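 note: 0% = DMSO and 100% = reference agonist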
TR-FRET SRC-2 ct – TR-FRET signal artefacts, primary screen, artefact control for PPARgamma SRC-2 agonist project, biochemical; TR-FRET ratio at 8 µM; actives 0.4% (n = 200,000); TR-FRET artefact counter-screen; stronger effect = higher value; in the data active = TR-FRET ratio above about 2000; note: inactives centre near 1500
S1P3 antagonist – S1P3 receptor antagonists, primary screen, cell-based | Sphingosine 1-phosphate receptor 3 (Homo sapiens), Q99500 | CHO S1P3 NFAT-BLA reporter, FRET fluorescence, antagonist mode | inhibition, % at 4.98 µM | actives 0.27% (n = 170,000) | AID 485, 2006;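 active = inhibition above the plate cutoff, the mean inhibition of test wells on that plate plus 3 SD, cut at about 28% in these data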;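 note: cells challenged with S1P at its EC80 of 0.8 µM; blue over green emission ratio from cleaved BLA substrate after 4 h stimulation; 0% = S1P-stimulated wells and 100% = unstimulated DMSO-only wells; some compounds past the cut are filed as inactive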
PPARg SRC-2 ag – agonists of PPARg-SRC-2 recruitment, primary screen, biochemical, HTS; Peroxisome proliferator-activated receptor gamma (Homo sapiens), P37231; PPARgamma LBD-SRC-2 recruitment; activation, % at 8 µM; actives 0.34% (n = 200,000); in the data active = activation above about 22%;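 note: 0% = vehicle and 100% = reference agonist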
STAT3 act – IL-6 driven STAT3 reporter potentiators, primary screen, U3A cells, luciferase, luminescence, MLSCN library; IL-6 STAT3-luciferase reporter; 100% = signal with IL-6 EC80 alone; activation (% of control), % at 5.6 µM; actives 0.91% (n = 190,000); AID 871, 2007;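 active = activation above the screen-wide mean of compound activation plus 3 SD, cut at about 130% in these data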;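 note: 0% = background luminescence of wells with medium and substrate only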
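Material: human STAT1-deficient U3A cells with stable STAT3-luciferase reporter / Probe or stimulus: IL-6 stimulus at 33 ng/mL final / Schedule: 1 h compound pre-exposure, 6 h IL-6 stimulation, 37 °C / Technique: luminescence / Read-out basis: percent of IL-6-only median luminescence / Control set: IL-6-only high control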
TLR4 MyD88 comp – inhibitors of TLR4-MyD88 association in cells, primary screen, cell-based, HeLa CL3-4, BLA complementation, FRET ratio; inhibition, % at 8.4 µM; HeLa CL3-4 TLR4/MyD88 BLA complementation; AID 861, 2007; Toll-like receptor 4 (Homo sapiens) + Myeloid differentiation primary response protein …; actives 0.18% (n = 200,000); in the data active = inhibition above about 25%;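 note: 0% = vehicle and 100% = reference inhibitor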
Target sequence (O00206 whole entry, looked up): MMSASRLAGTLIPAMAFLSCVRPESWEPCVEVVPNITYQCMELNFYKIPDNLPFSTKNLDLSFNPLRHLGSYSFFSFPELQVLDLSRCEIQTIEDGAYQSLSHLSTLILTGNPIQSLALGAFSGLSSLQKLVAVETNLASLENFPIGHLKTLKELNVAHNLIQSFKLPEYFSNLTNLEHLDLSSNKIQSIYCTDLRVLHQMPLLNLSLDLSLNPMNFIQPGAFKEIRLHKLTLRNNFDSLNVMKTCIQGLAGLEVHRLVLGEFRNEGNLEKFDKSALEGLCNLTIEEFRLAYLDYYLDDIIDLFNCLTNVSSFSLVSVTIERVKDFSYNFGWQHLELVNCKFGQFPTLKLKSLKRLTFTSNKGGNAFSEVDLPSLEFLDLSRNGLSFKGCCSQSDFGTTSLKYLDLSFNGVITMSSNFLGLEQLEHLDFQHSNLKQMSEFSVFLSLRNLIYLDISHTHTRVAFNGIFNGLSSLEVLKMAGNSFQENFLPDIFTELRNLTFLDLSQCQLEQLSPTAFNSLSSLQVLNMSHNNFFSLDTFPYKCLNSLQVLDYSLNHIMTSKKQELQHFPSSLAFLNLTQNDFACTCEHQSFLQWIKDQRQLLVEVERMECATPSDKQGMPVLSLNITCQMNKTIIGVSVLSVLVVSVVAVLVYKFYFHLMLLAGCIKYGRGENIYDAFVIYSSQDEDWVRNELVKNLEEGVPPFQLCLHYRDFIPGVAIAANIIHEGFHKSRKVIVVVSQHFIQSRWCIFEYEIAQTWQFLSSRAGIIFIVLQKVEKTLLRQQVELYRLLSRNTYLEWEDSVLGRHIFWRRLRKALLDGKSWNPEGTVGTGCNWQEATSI
Target sequence (Q99836 whole entry, looked up): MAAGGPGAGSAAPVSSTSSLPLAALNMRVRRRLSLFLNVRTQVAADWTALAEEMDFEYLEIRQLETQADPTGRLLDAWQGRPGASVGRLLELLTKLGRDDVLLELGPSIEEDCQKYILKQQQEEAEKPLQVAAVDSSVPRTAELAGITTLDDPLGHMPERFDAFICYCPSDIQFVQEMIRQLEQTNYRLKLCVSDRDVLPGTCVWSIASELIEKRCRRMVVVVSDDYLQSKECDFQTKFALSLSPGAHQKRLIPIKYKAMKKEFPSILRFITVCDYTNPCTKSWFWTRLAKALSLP
STAT3 blocker – IL-6 driven STAT3 reporter inhibitors, primary screen, U3A cells, luciferase, luminescence, MLSCN library; IL-6 STAT3-luciferase reporter; host cell line lacks STAT1; inhibition, % at 5.5 µM; actives 0.89% (n = 190,000); AID 862, 2007;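 active = inhibition above the mean inhibition across all screened compounds plus 3 SD, cut at about 44% in these data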;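 note: 0% = DMSO only wells and 100% = 100 µM nifuroxazide control wells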
PPARg SRC-3 ag – PPARgamma agonists recruiting SRC-3 coactivator, primary screen, biochemical. biochemical PPARgamma/SRC-3 coactivator recruitment assay. activation, % at 8 µM. actives 0.26% (n = 200,000). AID 731, 2007; in the data active = activation above about 23%;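 note: 0% = DMSO and 100% = reference agonist; some compounds past the cut are filed as inactive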
ROMK mod – ROMK potassium channel modulators, primary screen, cell-based, thallium flux, MLSMR library. ATP-sensitive inward rectifier potassium channel 1 (Homo sapiens), P48048. Tet-inducible ROMK, thallium flux fluorescence; actives lie on both sides. B-score at 10 µM. actives 2% (n = 130,000). AID 1918, 2009;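 active = signal ratio slope over the read window, or its plate-corrected B-score, at least 3 SD from the plate mean, either direction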;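 note: B-score of the F/F0 ratio slope over 7 to 12 s after thallium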
Active calls of the source: *; · = no result given.

entry | mol | S1P3 antagonist | ROMK mod | STAT3 act | STAT3 blocker | TR-FRET SRC-2 ct | PPARg SRC-3 ag
1 | Cc1[nH]cnc1CSCc1ccc(Cl)cc1 | -23 | -1.4 | 94 | 8 | 1271 | -6
2 | COc1ccc(CNC(=O)c2n[nH]c3ccccc23)cc1OC | -10 | 0.018 | 101 | -1 | 1834 | 7
3 | CC(=O)c1ccc(Oc2cc(-c3ccccc3)nc(-c3ccccc3)n2)cc1 | -4 | · | 96 | 4 | 1530 | -2
4 | Cc1ccc(C(=O)c2cc([N+](=O)[O-])ccc2N2CCN(C)CC2)cc1 | · | · | 98 | 7 | 1781 | 6
5 | N#C/C(=C\C=C\c1ccccc1)C(=O)NCc1ccco1 | -10 | -1 | 92 | 13 | 1832 | 5
6 | Cc1ccc2c(c1)C(c1ccncc1)=NNC(c1cccnc1)=N2 | -5 | -0.42 | 101 | 3 | 1259 | 2
7 | O=C(CN(Cc1ccco1)C(=O)c1cc(=O)[nH]c2ccccc12)Nc1ccccc1C(F)(F)F | -12 | · | 98 | 12 | 1513 | -1
8 | CCOc1ccc(NS(=O)(=O)c2cc(NC(=O)c3ccc(C)cc3)ccc2Cl)cc1 | 7 | -0.46 | 115 | -17 | 1328 | 6
9 | O=C(C1CC(c2cccc(Br)c2)=NO1)N1CCc2ccccc2C1 (configuration not stated) | · | · | 82 | 25 | 1588 | -2
10 | CC1(C)CNC(=O)c2sc(NC(=O)c3ccccc3Cl)nc2C1 | 6 | -0.32 | 102 | 3 | 1580 | -1
11 | CCOc1ccc(OCCCCN(C)C)cc1 | 12 | -0.028 | 98 | 7 | 1543 | -4
12 | O=C(NCc1ccco1)C(c1ccccc1F)N(CC1CCCO1)C(=O)Cn1nnc2ccccc21 (configuration not stated) | -22 | · | 88 | 20 | 1483 | -2

entry | PPARg SRC1 recr | RAM network inh | STAT1 inh | PPARg SRC-2 ag | TLR4 MyD88 comp
1 | -4 | 1.6 | -9 | -3 | -12
2 | 10 | 2.5 | 9 | 11 | -5
3 | 8 | 5.2 | 8 | 7 | 9
4 | 14 | 1.9 | -14 | -2 | -2
5 | 8 | -0.4 | 14 | 11 | -10
6 | -3 | 0.8 | 8 | -1 | 1
7 | -10 | -1.1 | 2 | -1 | -19
8 | -1 | 5.1 | -9 | -1 | 13
9 | -3 | 5.0 | 3 | 17 | -1
10 | 2 | 3.8 | 1 | 0 | -10
11 | -5 | 1.5 | 0 | -1 | 1
12 | 5 | 2.4 | 5 | 6 | 14

New compounds follow:
entry | mol | S1P3 antagonist | ROMK mod | STAT3 act | STAT3 blocker | TR-FRET SRC-2 ct | PPARg SRC-3 ag
13 | CC(=O)c1ccc(N(C(=O)Cc2c[nH]c3ccccc23)C(C(=O)NC2CCCCC2)c2cccs2)cc1 (configuration not stated) | · | · | 118 | -10 | 1542 | 5
14 | C=CCOc1ccccc1CNCCc1ccc(S(N)(=O)=O)cc1 | -9 | 0.5 | 101 | -1 | 1585 | -2
15 | Cc1c2c(n3c(nc4ccccc43)c1C#N)N(Cc1cccnc1)CC2 | 16 | -0.3 | 103 | 0 | 1659 | 18
16 | C/C(=N/NC(=O)c1ccc(Br)o1)C(C)C | 7 | -0.16 | 111 | -16 | 1569 | 12
17 | O=C(N/N=C/c1ccc(OC(=O)c2ccc3c(c2)OCO3)cc1)c1cncc(Br)c1 | -20 | · | 114 | -13 | 1433 | -2
18 | COC(=O)c1cc(C(=O)OC)cc(N2C(=O)CC(N3CCN(c4ccccc4)CC3)C2=O)c1 (configuration not stated) | -11 | · | 103 | -2 | 1456 | -13
19 | Cc1nn(-c2ccc(F)cc2)c2sc(C(=O)OC3CCOC3=O)cc12 (configuration not stated) | -5 | · | 93 | 18 | 1714 | 1
20 | CCn1c(SCC(=O)Nc2nc3ccccc3s2)nc2c(c1=O)SC(C)C2 (configuration not stated) | -12 | · | 98 | 6 | 1604 | 2
21 | COCCN(C)Cc1cn(-c2ccc(F)cc2F)nc1-c1ccccc1C | 2 | 0.048 | 100 | 6 | 1759 | 1
22 | O=C1c2ccccc2OCOc2ccccc21 | 19 | · | 95 | 10 | 1675 | 13
23 | O=[N+]([O-])c1ccc2nc(-c3ccccc3[N+](=O)[O-])[nH]c2c1 | 9 | · | 97 | 6 | 1640 | 1
24 | C=CC[N+](C)(C)CC(=O)OCc1ccccc1 | -11 | 0.47 | 99 | -2 | 1436 | 3

entry | PPARg SRC1 recr | RAM network inh | STAT1 inh | PPARg SRC-2 ag | TLR4 MyD88 comp
13 | 13 | 0.5 | -5 | 7 | 9
14 | 0 | 3.1 | 5 | -1 | 2
15 | 1 | · | 3 | 4 | 6
16 | 4 | 0.0 | -17 | 16 | 2
17 | 2 | 1.5 | -6 | -8 | 0
18 | -7 | 0.0 | -2 | 1 | -5
19 | -2 | 2.2 | 7 | 8 | -19
20 | -2 | 1.2 | 17 | -5 | 7
21 | 0 | -0.5 | 7 | 2 | -8
22 | 3 | 0.9 | -6 | 7 | 12
23 | 8 | 0.9 | -29 | 4 | -7
24 | 1 | 1.6 | 13 | -3 | -15

Later entries:
entry | mol | S1P3 antagonist | ROMK mod | STAT3 act | STAT3 blocker | TR-FRET SRC-2 ct | PPARg SRC-3 ag
25 | O=C(CC(NC(=O)c1ccccc1)c1ccccc1)Nc1cccc2ccccc12 (configuration not stated) | -14 | -0.071 | 107 | -8 | 1586 | 2
26 | O=C(Oc1c(CN2CCOCC2)cc(Cl)c2cccnc12)c1cccs1 | -14 | 2.1 | 101 | 3 | 1514 | -2
27 | CNC(=O)NC(=O)C(C)OC(=O)c1oc2ccccc2c1CSc1ccc(Cl)cc1 (configuration not stated) | 5 | -0.89 | 97 | 6 | 1467 | -2
28 | Cn1c(C(O)C(O)c2ccccc2)nc2ccccc21 (configuration not stated) | -15 | 0.4 | 98 | 10 | 1510 | 1
29 | Cc1cccc(NC(=O)CS(=O)(=O)c2cn(C)c3ccccc23)c1C | · | · | 108 | -2 | 1417 | -8
30 | Cc1ccc(C(=O)Nc2cccc(Oc3ccccc3)c2)o1 | · | 0.098 | 82 | 21 | 1753 | -2
31 | Cc1cccc(NC(=O)c2ccc(OC3CSC3)cc2)c1 | 23 | · | 87 | 18 | 1510 | 2
32 | O=C(COc1ccc2ccccc2c1)Nc1ccc(S(=O)(=O)N2CCCCCC2)cc1 | · | 0.29 | 100 | 4 | 2073* | 0
33 | COc1cc2c(cc1NC(=O)c1ccco1)CCCC2 | · | -1.3 | 130 | -35 | 1401 | -4
34 | COc1ccccc1-n1c(=O)[nH]c2c(C(N)=O)nc(CC(C)C)nc21 | -2 | · | 104 | 4 | 1448 | 4
35 | Cc1[nH]c2ccccc2c1/C=N/n1cnnc1 | -16 | · | 105 | 0 | 1481 | -1
36 | O=C(NC1CCS(=O)(=O)C1)c1ccccc1C(=O)c1ccccc1 (configuration not stated) | 20 | · | 102 | 2 | 1536 | 5

entry | PPARg SRC1 recr | RAM network inh | STAT1 inh | PPARg SRC-2 ag | TLR4 MyD88 comp
25 | 4 | 7.1 | 1 | 13 | -11
26 | -8 | -1.0 | -8 | -3 | 9
27 | -2 | 7.4 | -7 | -1 | -12
28 | 11 | 3.5 | -4 | -7 | -3
29 | 1 | 0.9 | -13 | -8 | 10
30 | 8 | 4.5 | -14 | 2 | -2
31 | 0 | 5.8 | -29 | 0 | -15
32 | 3 | 3.3 | 10 | 18 | -2
33 | -2 | 0.4 | -26 | 1 | 3
34 | 9 | 2.5 | 2 | 1 | 6
35 | 6 | 0.6 | 2 | 2 | 5
36 | 5 | 0.2 | -1 | -2 | 8

By substructure, the compounds so far containing a nitro group on carbon
entry | mol | S1P3 antagonist | ROMK mod | STAT3 act | STAT3 blocker | TR-FRET SRC-2 ct | PPARg SRC-3 ag
4 | Cc1ccc(C(=O)c2cc([N+](=O)[O-])ccc2N2CCN(C)CC2)cc1 | · | · | 98 | 7 | 1781 | 6
23 | O=[N+]([O-])c1ccc2nc(-c3ccccc3[N+](=O)[O-])[nH]c2c1 | 9 | · | 97 | 6 | 1640 | 1

entry | PPARg SRC1 recr | RAM network inh | STAT1 inh | PPARg SRC-2 ag | TLR4 MyD88 comp
4 | 14 | 1.9 | -14 | -2 | -2
23 | 8 | 0.9 | -29 | 4 | -7

Other records
entry | mol | S1P3 antagonist | ROMK mod | STAT3 act | STAT3 blocker | TR-FRET SRC-2 ct | PPARg SRC-3 ag
37 | COC(=O)CN(CCc1ccccc1)S(=O)(=O)c1ccc(OC)c(OC)c1 | · | · | 103 | -2 | 1511 | 7
38 | NC(=O)COC(=O)c1cccc(S(=O)(=O)N2CCN(c3ccc(F)cc3)CC2)c1 | -3 | -1 | 94 | 15 | 1729 | 0
39 | Cc1ccccc1S(=O)(=O)NCc1cccnc1 | 6 | -0.18 | 102 | 2 | 1292 | 4
40 | Cc1sc2nc(N)sc2c1C | -24 | · | 162* | -62 | 1451 | 3
41 | O=S(=O)(c1ccc(C2=CSC3=NCCN23)cc1)N1CCOCC1 | -37 | · | 98 | 8 | 1682 | 9
42 | COCCN(C(=O)c1ccc2ccccc2c1)c1c(N)n(Cc2ccccc2)c(=O)[nH]c1=O | -15 | 0.46 | 101 | 1 | 1478 | -3
43 | N#Cc1ccc(Oc2nc(C#N)cc(-c3ccccc3)n2)cc1 | -3 | -0.035 | 88 | 17 | 1874 | 2
44 | O=C(NCc1ccc2c(c1)OCO2)C1CCN(S(=O)(=O)c2cccc3nsnc23)CC1 | 9 | · | 99 | 6 | 1471 | -7
45 | CCOC(=O)c1ccc(Cl)c(NC(=O)c2cccnc2)c1 | 3 | · | 100 | 4 | 1604 | -6
46 | O=C1OCC(CO)(CO)N=C1NNc1ccccc1Cl | · | · | 99 | 8 | 1510 | 15

entry | PPARg SRC1 recr | RAM network inh | STAT1 inh | PPARg SRC-2 ag | TLR4 MyD88 comp
37 | 3 | 1.2 | -3 | 3 | 7
38 | 7 | 1.0 | 7 | 12 | -21
39 | 0 | 3.4 | -2 | -3 | 2
40 | -2 | 0.4 | 4 | 3 | 3
41 | -2 | 1.2 | 6 | 15 | -5
42 | -7 | 0.5 | -4 | -1 | -7
43 | -2 | 3.5 | 6 | -6 | -8
44 | 8 | 3.6 | -1 | -10 | 2
45 | -4 | 0.7 | 1 | 0 | 8
46 | -9 | -1.2 | 2 | 7 | 7
